Screening data as filed in PubChem BioAssay.
BAP1 inh = human BAP1 deubiquitinase inhibition | Q92560 | recombinant BAP1, Ub-AMC hydrolysis fluorescence kinetic; active compounds read low | activity remaining (% of control), % at 20 µM | AID 436 | 0.48% of 72,000 active;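 active = activity remaining at or below 50% of control, provided the compound also passes the data quality filters; inactive = the rest, including low values that fail the filters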;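 note: 100% = DMSO wells rate and 0% = substrate alone blank rate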
Target sequence (Q92560 whole entry, looked up): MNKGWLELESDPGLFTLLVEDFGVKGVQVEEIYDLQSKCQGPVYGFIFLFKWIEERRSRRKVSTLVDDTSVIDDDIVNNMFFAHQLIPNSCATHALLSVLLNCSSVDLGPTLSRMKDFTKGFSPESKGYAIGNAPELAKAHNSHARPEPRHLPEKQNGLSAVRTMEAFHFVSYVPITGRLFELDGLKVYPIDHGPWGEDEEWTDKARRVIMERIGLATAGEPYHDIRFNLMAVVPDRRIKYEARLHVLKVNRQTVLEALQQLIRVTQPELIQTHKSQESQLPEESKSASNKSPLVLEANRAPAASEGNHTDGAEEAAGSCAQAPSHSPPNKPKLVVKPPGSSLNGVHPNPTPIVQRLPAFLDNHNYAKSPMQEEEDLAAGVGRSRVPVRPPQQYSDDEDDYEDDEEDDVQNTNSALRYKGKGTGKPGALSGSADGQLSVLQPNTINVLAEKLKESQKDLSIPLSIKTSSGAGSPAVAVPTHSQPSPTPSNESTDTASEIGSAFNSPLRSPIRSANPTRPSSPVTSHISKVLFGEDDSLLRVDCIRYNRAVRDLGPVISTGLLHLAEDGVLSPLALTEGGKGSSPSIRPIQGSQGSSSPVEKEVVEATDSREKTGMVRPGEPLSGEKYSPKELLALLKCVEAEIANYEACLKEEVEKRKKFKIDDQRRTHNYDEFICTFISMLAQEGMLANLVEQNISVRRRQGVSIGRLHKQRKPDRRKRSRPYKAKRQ
HePTP inhibitor = blocks human HePTP tyrosine phosphatase; P35236; recombinant HePTP phosphatase activity, OD absorbance; inhibition, % at 20 µM; 0.64% of 110,000 active; in the data active = inhibition above about 50%;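 note: plate controls were vehicle for no effect and reference inhibitor for full effect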
Target sequence (P35236 whole entry, looked up): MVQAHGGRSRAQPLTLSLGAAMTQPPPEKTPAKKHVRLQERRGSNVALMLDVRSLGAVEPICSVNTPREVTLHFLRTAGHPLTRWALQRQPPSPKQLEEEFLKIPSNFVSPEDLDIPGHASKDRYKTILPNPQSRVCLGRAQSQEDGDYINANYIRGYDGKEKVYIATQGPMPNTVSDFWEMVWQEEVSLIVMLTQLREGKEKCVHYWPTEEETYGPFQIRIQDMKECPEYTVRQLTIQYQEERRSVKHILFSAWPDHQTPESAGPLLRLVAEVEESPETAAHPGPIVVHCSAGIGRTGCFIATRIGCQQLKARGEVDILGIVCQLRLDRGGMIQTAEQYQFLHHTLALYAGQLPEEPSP
Active calls of the source: *; / = not tested or not shown; & = joins results of further samples.

The first 18 entries (preview)
SMILES | BAP1 inh | HePTP inhibitor
O=C(Nc1nnc(C23CC4CC(CC(C4)C2)C3)s1)c1ccco1 | 86 | /
O=C(CCCn1c(=O)[nH]c2ccccc2c1=O)NC1CCCCCC1 | 85 | 6
O=C(NCc1cccs1)C1CCC(CNS(=O)(=O)c2cccs2)CC1 (stereo not drawn) | 112 | -3
COc1ccc(NC(=O)CSc2nnc(-c3ccccc3C)n2N)cc1OC | 113 | -2
C=CCNC(=O)CN(c1ccccc1OC)S(=O)(=O)c1ccccc1 | / | 8
Cc1nonc1NC(=O)OC1CCCCC1 | 100 | 8
COCCOC(=O)c1ccc(NC(=O)COc2ccccc2)cc1 | / | -9
O=C(Nc1nnc(C2CCCCC2)s1)c1ccco1 | 86 | 4
O=C(CC1OC(=O)c2ccccc21)c1ccco1 (stereo not drawn) | 90 | 4
Cc1ccc(Nc2cc(=O)n(C3CCCCC3)c(=O)[nH]2)cc1C | 55 | 2
COc1cc2nc(C3CCC3)n(NC(=O)COc3ccccc3)c(=O)c2cc1OC | 97 | 13
COc1ccc(OC)c(C2=NOC(C(=O)Nc3c(C)n(C)n(-c4ccccc4)c3=O)C2)c1 (stereo not drawn) | 82 | 7
COc1ccc(-n2c(CNC(=O)c3cc(OC)c(OC)c(OC)c3)n[nH]c2=S)cc1 | 95 | 5
O=c1oc2cc(O)ccc2c2c1CCCC2 | / | -4&2
O=C(NC1CCCCC1)c1ccc(Br)c(S(=O)(=O)N2CCOCC2)c1 | / | -4
COc1ccc(C2C(C(C)=O)=C(O)C(=O)N2CCCn2ccnc2)cc1OC (stereo not drawn) | 59 | -6
O=C(O)CSc1nnc(CNc2ccc(Cl)cc2)n1Cc1ccccc1 | 93 | 1
CCCCSc1nc2c(cnn2-c2ccc(C)c(C)c2)c(=O)[nH]1 | 70 | 2

The whole of this part, from the first entry:
SMILES | BAP1 inh | HePTP inhibitor
O=C(Nc1nnc(C23CC4CC(CC(C4)C2)C3)s1)c1ccco1 | 86 | /
O=C(CCCn1c(=O)[nH]c2ccccc2c1=O)NC1CCCCCC1 | 85 | 6
O=C(NCc1cccs1)C1CCC(CNS(=O)(=O)c2cccs2)CC1 (stereo not drawn) | 112 | -3
COc1ccc(NC(=O)CSc2nnc(-c3ccccc3C)n2N)cc1OC | 113 | -2
C=CCNC(=O)CN(c1ccccc1OC)S(=O)(=O)c1ccccc1 | / | 8
Cc1nonc1NC(=O)OC1CCCCC1 | 100 | 8
COCCOC(=O)c1ccc(NC(=O)COc2ccccc2)cc1 | / | -9
O=C(Nc1nnc(C2CCCCC2)s1)c1ccco1 | 86 | 4
O=C(CC1OC(=O)c2ccccc21)c1ccco1 (stereo not drawn) | 90 | 4
Cc1ccc(Nc2cc(=O)n(C3CCCCC3)c(=O)[nH]2)cc1C | 55 | 2
COc1cc2nc(C3CCC3)n(NC(=O)COc3ccccc3)c(=O)c2cc1OC | 97 | 13
COc1ccc(OC)c(C2=NOC(C(=O)Nc3c(C)n(C)n(-c4ccccc4)c3=O)C2)c1 (stereo not drawn) | 82 | 7
COc1ccc(-n2c(CNC(=O)c3cc(OC)c(OC)c(OC)c3)n[nH]c2=S)cc1 | 95 | 5
O=c1oc2cc(O)ccc2c2c1CCCC2 | / | -4&2
O=C(NC1CCCCC1)c1ccc(Br)c(S(=O)(=O)N2CCOCC2)c1 | / | -4
COc1ccc(C2C(C(C)=O)=C(O)C(=O)N2CCCn2ccnc2)cc1OC (stereo not drawn) | 59 | -6
O=C(O)CSc1nnc(CNc2ccc(Cl)cc2)n1Cc1ccccc1 | 93 | 1
CCCCSc1nc2c(cnn2-c2ccc(C)c(C)c2)c(=O)[nH]1 | 70 | 2
CN(C)C(=O)N1CCC(C(=O)NC2CCCCCCC2)CC1 | 102 | 1
COc1ccccc1CNC(=O)COc1ccc(C)cc1Br | / | -5
COc1ccccc1N/C=C/C(=O)c1ccc(Cl)cc1 | / | 2
Cc1c(C)c2c(c(C)c1O)CCC(C)(CN1CCN(c3cc(N4CCCC4)nc(N4CCCC4)n3)CC1)O2 (stereo not drawn) | 61 | /
Cc1csc(NC(=O)c2cc3c(s2)CCC3)n1 | / | -12
CCOC(=O)c1cc(CC)sc1NC(=O)c1ccc(N2CCN(CC)CC2)c([N+](=O)[O-])c1 | 136 | -6
Cc1cc(N2CCN(C(=O)c3ccco3)CC2)n2ncnc2n1 | 111 | /
CCOC(=O)c1cc2c(=O)n3cc(C)ccc3nc2n(Cc2cccnc2)c1=N | 67&94 | 4
Cc1cc2nc(-c3cccc(NC(=O)c4ccc(C)c([N+](=O)[O-])c4)c3)oc2cc1C | / | 17
COc1ccc2nc(NC(=O)c3cccc(OCc4c(C)noc4C)c3)sc2c1 | / | 2
Cc1ccc(NC(=O)COC(=O)C2CC2C)c(S(=O)(=O)N2CCCCC2)c1 (stereo not drawn) | 93 | 7
CCOc1ccc(C(=O)Nc2cccc(C(F)(F)F)c2)cc1Cl | / | 0
COc1ccc(NC(=O)CN2CCN(CC(=O)Nc3ccccc3Cl)CC2)cc1 | 108 | 13
COc1ccc(Br)cc1CN1CCN(C(=O)c2cccc(Cl)c2)CC1 | / | -9
CCOc1ccc2c(=O)c(-c3ccccc3OC)coc2c1 | / | 6
CN1CCN(C(=O)c2cccc(F)c2)CC1 | / | -19
O=C1NC(=O)N(c2cccc(Cl)c2)C(=O)/C1=C/c1ccc(O)c(Cl)c1 | / | 7
C/C(CC(=O)NCCc1ccccc1)=N\NC(=O)C12CC3CC(CC(C3)C1)C2 | / | 2
Cc1cnn(-c2nc(-c3ccccc3)cc(-c3ccc(F)cc3)n2)c1 | / | 6
O=C(COC(=O)c1ccccc1O)c1ccc(Br)cc1 | 129 | /
CC(=O)C1=C(O)C(=O)N(c2nc3ccccc3s2)C1c1ccc(O)cc1 (stereo not drawn) | / | -4
O=S(=O)(c1cccs1)N1CCc2ccccc21 | 99 | 3
O=C(CN1CCC(C(=O)c2ccc(F)cc2)CC1)Nc1ccccc1 | 93 | 6
COc1cc2c(cc1NC(=O)c1cccnc1)CCCC2 | 103 | 2
CCCN1/C(=C(/C#N)C2=NS(=O)(=O)c3ccccc32)N(C)c2ccccc21 | 100 | -5
Cc1oc2c(C)c3oc(=O)c4c(c3cc2c1C)CCC4 | 75 | 10
COc1ccc(OC)c(C2NC(=O)N(C)C(C)=C2C(=O)OCc2ccccc2)c1 (stereo not drawn) | 71 | /
CCOC(=O)C1NN=C(C(=O)c2ccccc2)C1c1ccc(Cl)cc1 (stereo not drawn) | 100 | 3
Cc1ccc2c(c1)c(C)c(C)n2CC(O)Cn1nc(C)c(Br)c1C (stereo not drawn) | 96 | /
O=C(N=Nc1c(O)[nH]c2ccccc12)c1cc(-c2ccc(Br)cc2)nc2ccccc12 | / | 26
CCCSC1=C(C#N)C(c2ccccc2C)CC(=O)N1 (stereo not drawn) | 85 | 2
CSc1nc2ccc([N+](=O)[O-])cc2o1 | 79 | /
Later entries
SMILES | BAP1 inh | HePTP inhibitor
Cc1ccccc1CN1CCCNC1=O | 111 | 10
CC(C)OC(=O)CSc1ncnc2c1cnn2Cc1ccccc1 | 95 | 1
COc1ccc(NC(=O)c2ccccc2C)c(OC)c1 | 84 | 3&8
Cc1ccc(OC(=O)COc2ccc(Cl)cc2Cl)cc1 | / | -13
CC(C)(C)n1nc2c(c1NC(=O)Cc1cccs1)CSC2 | 100 | 4
C=CCNC(=O)C(=O)NCCc1ccc(F)cc1 | / | 6
O=C(Nc1ccc(Cl)cc1)N(Cc1cccs1)Cc1cccs1 | / | 4&-4
COc1ccc(C(=O)Nc2ccc(N3CCOCC3)cc2)cc1 | / | -14
O=C(N/N=C/c1cccs1)C1CC(=O)N(c2ccccc2)C1 (stereo not drawn) | / | 7
COc1ccc(/C=C/C(=O)Nc2ccc(NC3CCCCC3)c3c2C(=O)c2ccccc2C3=O)cc1 | / | -9
Cn1c(=O)oc2cc(S(=O)(=O)N3CCc4ccccc4C3)ccc21 | 103 | 5
CCOC(=O)c1c(-c2ccc(C)cc2)csc1NC(=O)c1ccccc1F | / | 8
CCOC(=O)C1CCN(CC(O)COc2ccc(C(C)(C)CC)cc2)CC1 (stereo not drawn) | / | 1
CCOc1cc(C(N)=O)cc(OCC)c1OCC | 81 | 0
CCOc1ccc(Cc2c(C)nc3c(C)cccc3c2Cl)cc1 | / | -2
O=C(c1cccc(F)c1)N1C2C=CC(C2)C1(C(F)(F)F)C(F)(F)F (stereo not drawn) | 101 | 3
CCOc1ccccc1/C=C1/C(=O)NN(c2ccc(C)c(Cl)c2)C1=O | / | 69*
CCC(=O)Nc1nc2ccccc2n1Cc1ccc(C)cc1 | 97 | 6
CCOc1ccc(C(=O)Nc2nncs2)cc1OCC | 74 | -3
COC(=O)Nc1ccc2c(c1)N(C(=O)CCN1CCN3CCCC3C1)c1ccccc1CC2 (stereo not drawn) | 98 | 2
CC1CCCCN1CCNC(=O)C1CCN(S(=O)(=O)c2cccc3cccnc23)CC1 (stereo not drawn) | 93 | 8
Cc1ccc(N(CCCCN2C(=O)c3ccccc3C2=O)C(=O)Nc2ccc([N+](=O)[O-])cc2)cc1 | / | -5
CCN(CC)CCCN(C(C)=O)c1nc(-c2cc(OC)ccc2OC)cs1 | 92 | 5
COc1ccc(-c2nnc3sc(-c4ccco4)nn23)cc1OC | 102 | -6
O=C(c1ccccc1S(=O)(=O)NCc1ccccc1)N1CCCCC1 | 99 | -7
COc1ccc(C2C(C(=O)OC(C)C)=C(C)N=c3s/c(=C\c4ccc(Br)o4)c(=O)n32)cc1 (stereo not drawn) | / | 3
CSCCC(NS(=O)(=O)c1ccc(Cl)cc1)C(=O)OCC(=O)N1CCOCC1 (stereo not drawn) | 92 | -6
CCNC(=O)C1CCN(S(=O)(=O)c2ccc(F)cc2)CC1 | 103 | -4
CCCCN(C)C(=O)c1ccc(CS(=O)(=O)c2ccccc2C)o1 | 101 | 6
O=C(CCCCCN1C(=O)c2ccccc2C1=O)Nc1ccc(S(=O)(=O)N2CCCCC2)cc1 | 78 | -1
O=C(NCCOCc1ccccc1)C(c1ccccc1)c1ccccc1 | / | -17
O=C(Cc1cccs1)Nc1nnc(SCC(=O)N2CCCCC2)s1 | 107 | 6
CC(=O)c1cc2c(cc1NC(=O)CSc1nnc(C)s1)OCO2 | 78 | 8
Fc1ccc(-c2nc3nc4ccccc4nc3n2Cc2ccco2)cc1 | 85 | 5
CCOC(=O)N1CCN(CCC(=O)Nc2ccc(OC(F)(F)F)cc2)CC1 | 85 | 12
COC(=O)c1c(N)sc2c1CCCC2 | / | -5
COc1ccc(NC(=O)c2c(NC(=O)C(C)(C)C)sc3c2CCC(C)C3)cc1 (stereo not drawn) | / | 11
Cn1c(=O)cc(OCCCC(=O)N2CCCCC2)c2ccccc21 | 110 | 17
Cc1ccc(NC(=S)NC(=O)c2ccc(Cl)cc2)cc1C | / | 7
O=C(NC1CCCCCC1)C1CCCN(S(=O)(=O)c2cccs2)C1 (stereo not drawn) | 80 | -5
Cc1ccc2nsnc2c1NC(=O)Cc1ccc(Cl)cc1 | 245 | /
COc1ccc2c(c1)-c1c(ssc1=S)C(C)(C)N2C(=O)CSc1ncn[nH]1 | / | 1
Cc1cc(C(=O)COC(=O)Cn2cnc3c2c(=O)n(C)c(=O)n3C)c(C)n1C | 126 | 4
Cc1cccc(N(CC(=O)O)S(C)(=O)=O)c1 | / | -1
CCOC(=O)C(C)Sc1ncnc2c1nnn2-c1ccc(F)cc1 (stereo not drawn) | 98 | -7
CCC(Sc1nnnn1-c1ccccc1)C(=O)Nc1nc2ccccc2s1 (stereo not drawn) | / | -5
O=C(COc1cccc(Cl)c1)N/N=C\c1cccnc1 | / | 2
COc1ccc(CCNC(=O)c2cccc([N+](=O)[O-])c2)cc1 | / | 5
C=CCN1C(=O)/C(=C/c2cccc(Br)c2)SC1=S | / | 9
CCOC(=O)c1c(NC(=O)C2CC3CCC2C3)sc2c1CCC(C)C2 (stereo not drawn) | / | -2
(continued)
SMILES | BAP1 inh | HePTP inhibitor
O=C(O)CP(=O)(O)O | 96 | /
O=C(Cc1ccc(Cl)cc1)Nc1ccccc1CO | / | -4
CCOC(=O)C1=C(O)/C(=C/c2cccnc2)SC1=Nc1ccc(C)cc1 | / | -2
O=C(CCCn1c(=S)[nH]c2ccccc2c1=O)N1CCCCC1 | 102 | -2
CCOC(=O)c1ccc(N2Cc3ccccc3C2)cc1O | / | 11
Cc1cccc(OCc2nnc(SCc3cc(=O)n4cc(Br)ccc4n3)o2)c1 | 63 | 3
COc1ccc(-c2noc(-c3ccccc3F)n2)cc1 | 86 | -3
Cc1cc(NC(=O)c2ccc3nc(-c4ccccc4)c(-c4ccccc4)nc3c2)no1 | / | 6
CCC(Sc1nnnn1-c1ccccc1)C(=O)NC(C)c1ccccc1 (stereo not drawn) | 86 | -2
O=C(CN(Cc1ccco1)C(=O)c1cc(=O)[nH]c2ccccc12)Nc1ccccc1Br | / | 14
CCN(CC)S(=O)(=O)c1ccc2[nH]cc(C(=O)NCCN3CCCCCC3)c(=O)c2c1 | 55 | 7
COc1ccc(OC)c(/C=C/C(=O)Nc2cccc(Br)c2)c1 | / | -12
CC(O)C(=O)NCCOCCOCCNC(=O)C(C)O (stereo not drawn) | 117 | 1
COc1ccccc1CNc1ncnc2c1cnn2-c1ccccc1 | 88 | -3
CCOc1ccc(NC(=O)c2cccc(F)c2)cc1 | / | -12
C/C(=N\NC(=O)c1cc(C)[nH]n1)c1ccc2ccccc2c1 | / | 7
COc1ccccc1CC(=O)Nc1cccc(Br)c1 | / | 6
COc1cccc(C2/C(=C(\O)c3c(C)nc4c(C)cccn34)C(=O)C(=O)N2CCCN(C)C)c1OC (stereo not drawn) | 110 | 7
COc1cccc(C2C(C#N)=C(N)OC3=C2C(=O)CCC3)c1OC(=O)c1ccco1 (stereo not drawn) | 104 | 5
COC(=O)c1c(N)sc(C(=O)Nc2ccccc2OC)c1C | / | 66*
COc1ccc(S(=O)(=O)N2CCCC(C(=O)NCc3ccncc3)C2)cc1Cl (stereo not drawn) | 115 | 9
Nc1nc(C(=O)N2CCOCC2)nn1C(=O)c1ccc(Cl)cc1 | 87 | -4
